# From PubChem BioAssay
# TAAR1 antag = human TAAR1 antagonism. Q96RJ0. 360,000 compounds, 1.5% hits. AID 624466. inhibition, % at 3 µM. CHO RD-HGA16 TAAR1, Fluo-8 calcium fluorescence, antagonist;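 active = inhibition above a per-plate cutoff, the mean inhibition of test compounds on that plate plus 3 SD, cut at about 49% in these data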;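 also: 0% = DMSO plus EC80 beta-PEA response and 100% = DMSO alone without agonist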
# Target sequence (Q96RJ0 whole entry, looked up): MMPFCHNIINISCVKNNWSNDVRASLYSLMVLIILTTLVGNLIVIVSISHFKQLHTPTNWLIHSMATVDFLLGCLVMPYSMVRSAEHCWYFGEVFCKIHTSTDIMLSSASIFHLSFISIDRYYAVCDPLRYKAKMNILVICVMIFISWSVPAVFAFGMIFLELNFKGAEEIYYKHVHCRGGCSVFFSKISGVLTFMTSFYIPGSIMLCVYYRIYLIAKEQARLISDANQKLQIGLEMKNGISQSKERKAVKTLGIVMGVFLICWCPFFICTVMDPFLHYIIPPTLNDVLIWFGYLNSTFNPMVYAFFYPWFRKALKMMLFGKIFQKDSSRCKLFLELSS
#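 test system = CHO RD-HGA16 cells bearing hTAAR1 | replication = singlicate | controls = DMSO-only wells and EC80 β-PEA-stimulated wells | reagent = EC80 β-phenethylamine stimulus | read-out basis = percent inhibition of PEA-evoked calcium signal, max/basal emission ratio | schedule = seeding 17-24 h prior, 75-min 37 °C, 30-min RT dye loading | signal = kinetic Fluo-8 calcium fluorescence measurement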
# CRFBP-R2 agonist = CRF-BP/CRF-R2 complex agonism; HEK293 CRF-R2/CRF-BP, calcium dye fluorescence (FLIPR); percent of saturating CRF peptide response; activation, % at 13.2 µM; 350,000 compounds, 0.46% hits;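 active = activation of at least 50%, plus an integration ratio under a set limit after plate pattern correction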;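 also: plate controls were neutral control wells without compound for no effect and CRF at EC100 for full effect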
# CHO-K1 Ca PAM = M1 PAM counterscreen hit in parental CHO-K1 cells; ATP EC20, Fluo-8 calcium fluorescence; 0% at ATP EC20, 100% at ATP max; activation, % at 3 µM; 360,000 compounds, 0.02% hits;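 active = activation above the run cutoff, the mean activation of all test compounds plus 3 SD, cut at about 40% in these data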;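 also: peak over basal fluorescence ratio in a 140 s read after ATP addition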
# M5 PAM = CHRM5 positive allosteric modulation. CHO-K1 hM5, Fluo-8 calcium, ACh EC20 PAM; 0% = ACh EC20, 100% = ACh EC100. AID 624038. activation, % at 3 µM. 360,000 compounds, 0.3% hits. P08912;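 active = activation above the run cutoff, the mean activation of all test compounds plus 3 SD, cut at about 18% in these data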
#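 Probe or stimulus: acetylcholine, EC20 level; Assay system: human M5 receptor in CHO-K1 cells; Schedule: compound preincubation 140 s before EC20 acetylcholine addition; Technique: intracellular calcium via Fluo-8 fluorescence; Dosing: single-point, 3 µM nominal; Read-out basis: percent activation from peak-over-basal fluorescence ratio, scaled EC20-to-EC100 acetylcholine; Repeats: one well per compound, no replicates.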
# CHRM4 PAM = CHRM4 positive allosteric modulation. P08173. CHO-K1 hM4/Gqi5, Fluo-8 calcium fluorescence, ACh EC20; 0% = ACh EC20, 100% = maximal ACh. activation, % at 3 µM. 360,000 compounds, 0.4% hits;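 active = activation above its plate's cutoff, the mean activation of sample wells plus 3 SD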; also: some results filed as inactive read as strong as hits
# Target sequence (P08173 whole entry, looked up): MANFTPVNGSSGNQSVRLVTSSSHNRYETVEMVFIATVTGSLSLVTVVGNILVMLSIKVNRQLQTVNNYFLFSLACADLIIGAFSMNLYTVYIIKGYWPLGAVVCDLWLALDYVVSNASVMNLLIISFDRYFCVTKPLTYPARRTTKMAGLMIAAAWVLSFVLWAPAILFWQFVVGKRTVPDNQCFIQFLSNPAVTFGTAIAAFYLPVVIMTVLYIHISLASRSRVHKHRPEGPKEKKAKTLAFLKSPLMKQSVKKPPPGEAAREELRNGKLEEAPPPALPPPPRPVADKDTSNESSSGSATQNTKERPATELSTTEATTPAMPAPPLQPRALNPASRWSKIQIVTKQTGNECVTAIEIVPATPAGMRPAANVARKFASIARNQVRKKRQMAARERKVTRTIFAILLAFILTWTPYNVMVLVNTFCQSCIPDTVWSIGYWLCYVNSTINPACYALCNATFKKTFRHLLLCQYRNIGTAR
# TAAR1 ag = agonists of human TAAR1; Q96RJ0; CHO RD-HGA16 TAAR1, Fluo-8 calcium fluorescence; vehicle wells 0%, saturating PEA agonist 100%; activation, % at 3 µM; 360,000 compounds, 0.99% hits;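 active = activation above the mean activation of all test compounds in the run plus 3 SD, cut at about 38% in these data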
#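 System: CHO RD-HGA16 cells carrying human TAAR1 plus Gα16; Incubation: 17-24 h seeding, 75 min 37 °C dye, 30 min RT; Measured by: Fluo-8 fluorescence, 5 s baseline then 140 s kinetic read; Control set: DMSO and PEA EC100; Replication: single well for each compound.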
# M5 antag = CHRM5 antagonism in calcium assay; CHO-hM5 cells, Fluo-8 calcium fluorescence, ACh EC80; AID 624040; 360,000 compounds, 0.59% hits; inhibition, % at 3 µM;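 active = inhibition above a per-plate cutoff, the mean of that plate's test compounds plus 3 SD, cut at about 27% in these data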;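 also: 0% = acetylcholine EC80 with DMSO and 100% = DMSO without agonist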
# CRFR2-BP antag = blocks CRF-induced signaling of the CRF-BP/CRF-R2 complex. 350,000 compounds, 0.59% hits. inhibition, % at 11.8 µM. HEK293 CRF-R2/CRF-BP, CRF-induced calcium fluorescence;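 active = inhibition of the ligand-induced calcium signal above about 50% at the single tested concentration, limit read from the data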
# CHRM5 agonist = agonists of human muscarinic M5 receptor (CHRM5) | P08912 | CHO-K1 hM5 cells, Fluo-8 calcium fluorescence; 0% DMSO wells, 100% maximal acetylcholine response | activation, % at 3 µM | 360,000 compounds, 0.19% hits | AID 624037;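 active = activation above the run's mean over test compounds plus 3 SD, cut at about 23% in these data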;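 also: signal is peak over basal fluorescence ratio across the kinetic read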
# Active calls of the source: *; / = not tested or not shown.
compound	TAAR1 antag	CRFBP-R2 agonist	CHO-K1 Ca PAM	M5 PAM	CHRM4 PAM	TAAR1 ag	M5 antag	CRFR2-BP antag	CHRM5 agonist
O=C(COC(=O)CCC(=O)c1ccccc1)NCCc1ccccc1	-12	0.5	6	2	5	1	4	7	2
COc1ccc(C(=O)N/N=C/c2ccccn2)cc1	-14	2.2	-4	-2	6	5	8	-2	2
C=CCn1c(N2CCCCCC2)nc2c1c(=O)n(C)c(=O)n2C	/	1.2	13	-7	1	/	8	16	3
COc1ccc(-c2csc(NC(=O)COc3ccc(N(C)S(=O)(=O)c4ccc(C)cc4)cc3)n2)cc1	11	15	-3	-11	-5	3	15	-3	1
C=COC(=O)CSc1snc(SCC(=O)OC)c1C#N	-3	1.7	11	3	10	7	-4	7	-4
Cc1c(C(=S)NC(=O)C2CC2)c(=O)n(-c2ccccc2)n1C	24	-4.2	-2	5	2	15	2	36	1
COc1ccc(NC(=O)C2CCN(S(=O)(=O)c3ccc(Br)s3)CC2)cc1OC	-5	-1.6	27	-4	-3	5	-4	-1	2
Cn1c2c(c(=O)n(C)c1=O)C(C(F)(F)F)(C(F)(F)F)N=C(C1CCCCC1)N2	9	0.5	19	-3	-28	12	3	-30	-1
CCOc1ccccc1N1CCN(Cc2ccc(OC)c(OC)c2OC)CC1	4	-0.9	-13	1	-6	19	-2	4	-6
COc1ccc(-c2nc(-c3cccc(C(F)(F)F)c3)no2)cc1OC	-8	7.2	10	0	30*	1	-5	3	-1
Cc1c(C(=O)OCC(=O)N(CC(C)C)c2c(N)n(Cc3ccccc3)c(=O)[nH]c2=O)oc2ccccc12	-4	2.8	2	-5	6	15	4	-29	4
Nc1cccc(-c2nc3ccccc3s2)c1	16	-1.0	15	2	0	-1	-3	-5	0
CC(=O)c1ccn(S(=O)(=O)c2ccc(Cl)cc2)c1	-8	-5.3	2	12	-1	12	-2	2	-10
CCC(=O)Nc1nnc(SCC(=O)NCCc2ccc(OC)c(OC)c2)s1	6	-0.6	29	0	-5	4	4	4	0
c1coc(CNc2ncnc3ccccc23)c1	11	0.4	8	-14	-11	5	13	-10	1
Cc1ccc2ccc(C(Nc3ccccc3)c3ccc(Cl)cc3)c(O)c2n1 (stereo not drawn)	9	/	/	-11	-14	-1	-7	/	-4
CCc1ccccc1-n1c(SCC(=O)Nc2ccc3c(c2)OCCO3)nc2[nH]ncc2c1=O	-6	-0.8	-1	-3	-4	4	6	8	-4
COc1cc2c(cc1NC(=O)CN1CCN(S(=O)(=O)c3ccc(F)cc3)CC1)oc1ccccc12	-7	2.7	12	10	9	16	-6	-7	-3
COc1cccc(OCCn2cccc2/C=C2/C(=N)N3OC(C)=CC3=NC2=O)c1	7	2.1	5	-3	-3	7	2	7	-3
Cc1ccnc(NC(=O)CCNC(=O)c2ccc(Br)cc2)c1	-5	-0.6	0	7	0	2	-5	5	2
CC(C)CC(NC(N)=O)C(=O)OCC(=O)N(Cc1ccccc1)Cc1ccccc1 (stereo not drawn)	-22	-2.6	12	4	7	1	9	0	-3
COc1ccccc1N1CCN(CCNC(=O)Nc2cccc(C)c2C)CC1	6	-5.2	13	-5	-9	12	0	-2	-9
CC1(C(=O)NS(=O)(=O)C2CC2)CCCN(C(=O)c2cccs2)C1 (stereo not drawn)	-10	/	7	-2	6	0	-4	/	-1
CS(=O)(=O)c1nsc2nc(=O)c(/C=C3\C=Nc4ccccc43)c(N)n12	-2	0.6	17	-2	1	-1	9	34	3
CC(C)c1ccc2c(c1)CCC1C(C)(CN)CCCC21C (stereo not drawn)	6	6.6	9	6	0	39*	7	-20	3
CC(=O)Nc1ccc(NC2(C)C(=O)c3ccccc3C2=O)cc1	-11	-1.1	-5	1	0	5	-4	-5	2
COc1ccc([N+](=O)[O-])cc1NS(=O)(=O)Cc1ccccc1	9	0.0	-5	6	5	3	-3	2	1
O=C(O)c1cnc(-c2ccccc2)nc1C(F)(F)F	1	-0.4	-11	8	18	4	-1	11	-2
CC(=O)c1ccc(NC(=O)CCC(=O)OCC(=O)c2cccc([N+](=O)[O-])c2)cc1	/	-0.3	10	-5	2	/	16	13	-3
C=CCn1c(NCCO)nc2c1c(=O)n(C)c(=O)n2C	-2	-3.5	20	2	3	6	-1	2	0
CCn1cc(CNC(=O)c2cc(Cl)ccc2OC)c(C)n1	-4	-1.4	-5	-1	-2	0	1	16	0
CC(=O)Oc1ccc(N(C(C)=O)S(=O)(=O)c2ccc(Cl)cc2)c2ccccc12	-2	1.4	6	3	1	-2	-13	-10	0
N#CCOC(=O)c1c2c(nc3ccccc13)CCC2	25	-0.1	1	3	-1	4	-3	2	-6
O=C(COC(=O)c1ccccc1)NCC1CCCO1 (stereo not drawn)	11	7.2	17	7	2	6	-6	11	-1
Cc1ccc2nc3c(c(Nc4ccc5c(c4)OCCO5)c2c1)CCC3	-6	-1.2	16	-2	-6	6	4	-74	-6
CC(=O)c1cccc(N(C(=O)c2ccco2)C(C(=O)NC2CCCC2)c2ccc(N3CCOCC3)cc2)c1 (stereo not drawn)	5	0.3	30	-1	7	3	-6	8	-2
CCN(Cc1nc2ccccc2c(=O)[nH]1)C(=O)c1cccc(NC(=O)c2cccs2)c1	37	-1.0	-4	-13	-9	7	7	4	6
CC(=O)c1cn(Cc2ccccc2)c(=O)[nH]c1=O	20	-1.8	-12	6	-2	7	0	1	0
COc1ccccc1C(=O)NC(=O)COC(=O)c1ccco1	-8	-0.4	-4	1	3	2	0	25	4
CC(C)(C)c1ccc(C(=O)NC(=S)Nc2ccc(N3CCOCC3)cc2)cc1	5	9.1	14	2	20	0	-14	-68	-1
Cc1cccc(OCC(O)CN2CCN(c3ccccn3)CC2)c1C (stereo not drawn)	-10	-2.3	12	7	7	0	-19	-12	-3
CCCS(=O)(=O)NC(=O)C1(C)CCCN(C(=O)c2cccc(Cl)c2)C1 (stereo not drawn)	-2	/	-7	-2	11	1	2	/	1
COc1ccc(S(=O)(=O)Nc2cc(C)ccn2)cc1OC	-4	-0.3	20	3	6	4	2	-3	0
COCCOC(=O)C(CC(=O)O)NCc1ccco1 (stereo not drawn)	-5	-0.1	6	9	1	3	0	-1	0
Cc1cc(Cl)c(S(=O)(=O)NCc2cccnc2)cc1OCC(N)=O	-1	-0.8	18	6	7	7	-4	2	-1
CCOC(=O)N1CCN(C(=O)CSc2nc3c(c(=O)n2-c2ccccc2OC)SCC3)CC1	-28	-1.7	4	5	6	2	-1	-1	2
Cn1c(-c2sc3ccccc3c2Cl)n[nH]c1=S	-16	-4.1	16	-3	0	5	-9	22	-2
COc1ccc(S(=O)(=O)Nc2ccc(O)c(Sc3nc4ccccc4s3)c2)cc1	-11	-1.2	-4	4	-5	7	0	-30	2
COc1cc(C)ccc1OCc1cc(C(=O)NCCN2CCOCC2)no1	-10	-10	13	-2	0	4	-3	32	-2
CCC(C)[C@H]1CNCCN1CCc1cccc(F)c1 (stereo partly drawn)	-2	4.0	-16	2	12	20	-6	0	-11
Cc1ccccc1SCC(=O)N/N=C/c1ccc(F)cc1	-4	-1.7	17	-1	-1	2	-1	-14	-4
CC(=O)Nc1ccc(/C=N/Nc2nc3ccccc3[nH]2)cc1	-3	0.0	26	-2	6	18	-3	-2	-1
C=CCn1c(=O)c2ccccc2n2c(SCC(=O)c3ccccc3)nnc12	-3	0.5	15	-2	-7	7	-6	-8	-2
CCc1nc2ccc(C(=O)NCc3cccs3)cn2c1N(CC)Cc1cccc(Br)c1	25	/	11	-3	-5	0	-8	/	-4
COC(=O)c1ccccc1NC(=O)C1=CC(c2cccs2)=NS(=O)(=O)N1C	18	-2.7	16	-4	1	0	0	8	0
COc1ccc(CN=C2NC(=O)CC(C(=O)Nc3cc(C)cc(C)c3)S2)cc1 (stereo not drawn)	-10	-1.7	19	0	-8	0	-3	-5	2

# Record cards, as listed above. Order of screens: TAAR1 antag, CRFBP-R2 agonist, CHO-K1 Ca PAM, M5 PAM, CHRM4 PAM, TAAR1 ag, M5 antag, CRFR2-BP antag, CHRM5 agonist
# Shown for CC(=O)Nc1ccc(/C=N/Nc2nc3ccccc3[nH]2)cc1 = -3, 0.0, 26, -2, 6, 18, -3, -2, -1
# Shown for CCC(C)[C@H]1CNCCN1CCc1cccc(F)c1 (stereo partly drawn) = -2, 4.0, -16, 2, 12, 20, -6, 0, -11
# Shown for Cc1ccccc1SCC(=O)N/N=C/c1ccc(F)cc1 = -4, -1.7, 17, -1, -1, 2, -1, -14, -4

# Next part.
compound	TAAR1 antag	CRFBP-R2 agonist	CHO-K1 Ca PAM	M5 PAM	CHRM4 PAM	TAAR1 ag	M5 antag	CRFR2-BP antag	CHRM5 agonist
O=C(C(=O)N1CCC(c2ccccc2)CC1)c1cccc([N+](=O)[O-])c1	7	/	/	-5	2	-2	-1	/	-4
CCn1c(SCC(=O)NNC(=O)c2ccco2)nnc1-c1ccco1	-1	2.7	24	9	8	6	-9	8	-2
Cc1c(Cl)c(C(=O)N2CCCCCC2)nn1C	-11	0.7	18	7	5	1	-5	8	0
CS(=O)(=O)N1CCC(NC(=O)Cc2ccccc2)CC1	6	0.8	3	-3	7	2	1	5	2
COc1ccc(CNC(=O)C(C)Sc2nc3ccccc3c(=O)n2CCCN2CCOCC2)cc1 (stereo not drawn)	-9	-0.9	-12	-2	-5	0	12	3	2
C=CCN(CC=C)c1nc2ccccc2nc1C(C#N)C(=O)OCCOC (stereo not drawn)	12	3.9	-4	-1	-1	6	6	4	-4
COCc1cc(C)nc(Nc2ccc(C)cc2C)c1C#N	-20	1.1	18	-1	9	12	-3	-17	0
CCCCN(CCCC)CCNC(=O)c1cn(C)c2ccc(S(=O)(=O)N3CCCC3)cc2c1=O	-47	-3.3	-18	13	6	1	-7	12	-8
CCN1CCCC1CNC(=O)c1ccc(N2CCOCC2)c(NS(=O)(=O)c2ccc(OC)cc2)c1 (stereo not drawn)	2	-1.1	-10	0	2	4	-8	10	-5
CCc1nc2c(C#N)c(-c3ccc(Cl)cc3)ccn2n1	1	-2.6	4	10	-4	1	-8	29	-3
COc1ccccc1OC(C)C(=O)N1CC(=O)Nc2ccccc21 (stereo not drawn)	5	-0.8	0	5	2	1	-11	2	2

# Records listed so far shown as hits in CHRM4 PAM:
SMILES | CRFBP-R2 agonist | M5 PAM | CHRM4 PAM | M5 antag | CRFR2-BP antag | CHRM5 agonist
COc1ccc(-c2nc(-c3cccc(C(F)(F)F)c3)no2)cc1OC | 7.2 | 0 | 30* | -5 | 3 | -1
